MazF activator – activators of E. coli MazEF toxin-antitoxin RNase | FAM/BHQ RNA-DNA oligo cleavage fluorescence, 5 h | P0AE70 | actives 0.32% (n = 350,000) | activation, % at 20 µM; in the data active means activation above about 50%
Target sequence (P0AE70 whole entry, looked up): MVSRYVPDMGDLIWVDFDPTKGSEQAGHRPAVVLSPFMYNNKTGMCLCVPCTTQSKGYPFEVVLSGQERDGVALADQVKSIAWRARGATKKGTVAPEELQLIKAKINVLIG
SARS 3CLpro inh – SARS-CoV 3CLpro protease inhibition | recombinant SARS-CoV 3CLpro, quenched FRET peptide cleavage | inhibition, % at 6 µM | AID 1706 | actives 0.14% (n = 290,000) | P0C6X7; in the data active means inhibition above about 12%
BoNT-A LC inh2 – BoNT A light chain protease inhibition; multiplex microsphere protease substrate cleavage, flow cytometry; inhibition, % at 10 µM; actives 0.17% (n = 360,000); AID 588499; further: plate controls were buffer without enzyme for full effect and enzyme alone for no effect
Rv3671c protease – Rv3671c (M. tuberculosis) protease inhibition | P9WHR9 | inhibition, % at 5.96 µM | actives 0.048% (n = 320,000); in the data active means inhibition above about 38%;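 further: extracellular domain of Rv3671c used as enzyme; 0% = enzyme with DMSO and 100% = no enzyme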
PriA SSB inh – inhibitors of Klebsiella pneumoniae PriA binding to SSB C-terminal tail | actives 0.6% (n = 430,000) | inhibition, % at 33 µM | AlphaScreen SSBct-PriA binding, biotinylated peptide; in the data active means inhibition mostly above about 37%, no sharp cut-off; inactive means mostly below about 20%;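 further: plate controls were negative control peptide for no effect and reference peptide for full effect; strong numbers were not always called active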
Anthrax LF inh2 – anthrax lethal factor protease inhibition; actives 0.12% (n = 360,000); multiplex microsphere protease cleavage assay, LF; inhibition, % at 10 µM; P15917; further: plate controls were buffer without enzyme for full effect and enzyme alone for no effect
Target sequence (P15917 whole entry, looked up): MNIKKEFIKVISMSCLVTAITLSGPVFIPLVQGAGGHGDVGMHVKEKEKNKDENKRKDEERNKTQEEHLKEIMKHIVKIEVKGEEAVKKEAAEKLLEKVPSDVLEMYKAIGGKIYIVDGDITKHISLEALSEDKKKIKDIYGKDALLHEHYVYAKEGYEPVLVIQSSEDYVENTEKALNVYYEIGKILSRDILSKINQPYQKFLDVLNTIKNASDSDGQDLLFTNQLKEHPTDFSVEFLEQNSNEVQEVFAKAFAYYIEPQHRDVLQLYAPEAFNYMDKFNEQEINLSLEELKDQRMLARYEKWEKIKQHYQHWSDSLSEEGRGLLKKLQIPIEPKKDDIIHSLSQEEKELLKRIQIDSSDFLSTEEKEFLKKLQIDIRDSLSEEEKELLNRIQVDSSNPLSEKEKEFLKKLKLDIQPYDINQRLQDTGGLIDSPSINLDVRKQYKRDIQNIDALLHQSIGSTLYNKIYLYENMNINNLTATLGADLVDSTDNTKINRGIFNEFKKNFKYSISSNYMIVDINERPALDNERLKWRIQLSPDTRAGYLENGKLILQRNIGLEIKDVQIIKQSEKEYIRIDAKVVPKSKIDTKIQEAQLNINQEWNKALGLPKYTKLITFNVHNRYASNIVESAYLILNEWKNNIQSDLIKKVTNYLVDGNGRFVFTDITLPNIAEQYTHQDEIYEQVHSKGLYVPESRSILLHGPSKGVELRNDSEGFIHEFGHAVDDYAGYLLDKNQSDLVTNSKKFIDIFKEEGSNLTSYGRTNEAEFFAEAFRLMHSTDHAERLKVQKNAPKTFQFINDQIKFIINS
PrPC surface inh – cell surface PrPC inhibition, primary TR-FRET screen | actives 0.43% (n = 370,000) | TR-FRET read-out | P04156 | AID 720596 | inhibition, % at 13.8 µM; in the data active means inhibition above about 24%; further: 0% = median of the test wells and 100% = reference compound wells
VHR inh abs – blocks human VHR1 dual specificity phosphatase; P51452; recombinant VHR phosphatase, pNPP absorbance; inhibition, % at 13.3 µM; actives 0.52% (n = 290,000); AID 1654; in the data active means inhibition above about 50%; further: some compounds called inactive have numbers as strong as hits
Target sequence (P51452 whole entry, looked up): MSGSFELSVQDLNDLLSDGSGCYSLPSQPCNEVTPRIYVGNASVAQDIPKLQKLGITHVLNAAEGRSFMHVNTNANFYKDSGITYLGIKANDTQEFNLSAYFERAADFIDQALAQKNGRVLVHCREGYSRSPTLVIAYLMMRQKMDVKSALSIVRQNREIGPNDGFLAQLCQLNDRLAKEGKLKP
BoNT F protease – blocks Botulinum neurotoxin F light chain protease; Multiplex microsphere protease cleavage assay, flow cytometry; inhibition, % at 10 µM; actives 0.22% (n = 360,000); in the data active means inhibition above about 35%, passing the limit was not always enough; inconclusive means no clear call, values can overlap the other calls; further: plate controls were buffer without enzyme for full effect and enzyme alone for no effect
CCHFV vOTU inh – blocks the CCHF virus ovarian tumor domain protease | actives 0.55% (n = 370,000) | AID 651958 | CCHFV vOTU protease, Pep-AMC fluorescence | inhibition, % at 11.5 µM; in the data active means inhibition above about 30%; further: 0% = vehicle wells with enzyme and 100% = no enzyme wells
* = called active by the depositor; i = inactive; ? = inconclusive; . = no result given; & = joins results of further samples; ! = not confirmed by another sample. Unless noted, no stated cut-off is given here; in the data, active means inhibition above about 30%; inconclusive means no clear call, values can overlap the other calls; inactive means below that.

SMILES	MazF activator	SARS 3CLpro inh	BoNT-A LC inh2	Rv3671c protease	PriA SSB inh	Anthrax LF inh2	PrPC surface inh	VHR inh abs	BoNT F protease	CCHFV vOTU inh
COc1ccccc1-n1c(=O)[nH]c2c(C(N)=O)nc(CC(C)C)nc21	-5	-2	-1.0	-4	-16	-6	-3	4	0	2
COc1cc2c(cc1NC(=O)c1ccco1)CCCC2	5	5	-0.4	-2	-1	-1	-21	19	-1	-3
O=C(COC(=O)COc1ccccc1F)NCCc1ccc(F)cc1	-5	.	-0.7	-2	-11	-4	5	.	-11	-13
O=C(COc1ccc2ccccc2c1)Nc1ccc(S(=O)(=O)N2CCCCCC2)cc1	-3	1	2.0	-14	0	0	1	13	6	13
CCOc1ccc(C(=O)N2CCc3ccccc32)cc1OCC	0	3	-1.5	0	-7	-1	7	0	-14	-6
O=C(NCC1CCCO1)c1cc2c([nH]c3ccccc32)c(-c2ccc(F)cc2)n1 (centres undefined)	7	0	-0.5	-49	-10	0	17	29	-9	-3
O=C1CCC(C(=O)N2CCSCC2)CN1CCc1cccc(F)c1 (centres undefined)	4	3	1.3	4	-7	5	3	44	4	-8
O=C(c1cnn2c(C(F)(F)F)cc(-c3ccc(F)cc3)nc12)N1CCc2ccccc2C1	-2	6	5.3	-13	-10	10	-3	11	11	11
Cc1cccc(NC(=O)c2ccc(OC3CSC3)cc2)c1	-6	0	-0.5	-3	-5	1	11	3	-4	6
COc1cc(C(=O)NNC(=O)CN2C(=O)NC(C)(c3ccc(C)cc3)C2=O)cc(OC)c1OC (centres undefined)	4	.	-1.0	1	-1	2	-4	.	-8	-3
Cc1ccc(C(=O)Nc2cccc(Oc3ccccc3)c2)o1	-9	0	0.2	-9	-14	-6	4	-8	-11	14
Cc1cc(Cl)ccc1C(=O)C1CCCN(Cc2ccon2)C1 (centres undefined)	-1	-3	-0.3	-1	-27	2	10	22	1	6
CCCCN(C)c1c(C)nc2ccc(C(=O)NCCCn3ccnc3)cn12	.	.	-0.1	.	.	2	6	.	-1	0
O=C(OCc1ccccn1)c1ccc(COc2ccc3ccccc3c2)o1	4	6	-0.4	-6	-13	0	-6	23	1	-3
Cc1cccc(NC(=O)CS(=O)(=O)c2cn(C)c3ccccc23)c1C	2	5	-1.2	0	-6&-18	-2	0	16	-7	-1
Cn1c(C(O)C(O)c2ccccc2)nc2ccccc21 (centres undefined)	2	0	0.1	3	4	-2	3	9	-1	-4
CNC(=O)NC(=O)C(C)OC(=O)c1oc2ccccc2c1CSc1ccc(Cl)cc1 (centres undefined)	-8	5	0.8	-5	0	-1	1	-6	0	-1
COc1ccc(-c2csc3ncnc(N4CCN(S(=O)(=O)c5ccccc5C#N)CC4)c23)cc1	35	0	0.1	4	12	7	3	5	-1	2
O=C(Oc1c(CN2CCOCC2)cc(Cl)c2cccnc12)c1cccs1	1	9	-1.1	4	91*!	0	3	52*	-6	-10
Cc1cc(C)n(-c2nc(NCCCN(C)C)c3c4c(sc3n2)COC(C)(C)C4)n1	2	4	2.3	7	-9	-4	-13	34	?	1
CCN(CC)S(=O)(=O)c1ccc(N2CCCC2)c(NC(=O)c2ccc([N+](=O)[O-])o2)c1	3	.	0.3	-3	15	0	-10	.	-9	4
O=C(CC(NC(=O)c1ccccc1)c1ccccc1)Nc1cccc2ccccc12 (centres undefined)	2	-2	0.4	-44	-12	-1	-7	3	3	-13
CCCCOc1ccc(CSc2nc(C)[nH]c2[N+](=O)[O-])cc1[N+](=O)[O-]	12	-3	-0.3	3	-5	-1	-7	33	2	7
C=CC[N+](C)(C)CC(=O)OCc1ccccc1	3	-7	-0.1	0	10	0	-3	-10	4	9
Cc1ccc(OCC(=O)N(C)CC(=O)N(CC(C)C)c2c(N)n(CC(C)C)c(=O)[nH]c2=O)c(C)c1	0	.	-2.3	0	-16	-8	1	.	9	6
O=C1c2ccccc2OCOc2ccccc21	8	2	-1.3	2	-18	0	7	0	-14	3
O=[N+]([O-])c1ccc2nc(-c3ccccc3[N+](=O)[O-])[nH]c2c1	3	3	-1.3	-7	19	1	-20	6	-8	8
COc1ccc(NC(C)=O)cc1S(=O)(=O)N1CCN(Cc2cccs2)CC1	5	.	.	4	-3	.	7	.	.	-8
CC(=O)N1c2ccc(C)cc2Sc2c1ccc1ccccc21	11	.	-0.3	.	-5	-2	11	.	-1	-7
COC(=O)Nc1ccc(S(=O)(=O)N2CCN(C)CC2)cc1	8	-2	-1.0	4	-6&-11	-3	4	19	7	13
O=C1NC2(CCCCC2)CO1	-1	-2	-0.7	3	-1	-3	2	5	0	10
CNC(=S)NNC(=O)c1ccc(=O)n(Cc2cccc(C(F)(F)F)c2)c1	-3	0	0.0	-10	-3	-6	1	20	0	6
O=C(c1cc2cc(Cl)ccc2[nH]1)N1CCN(Cc2ccc3c(c2)OCO3)CC1	-3	3	-0.7	-6	17	-4	0	-8	-9	5
C/C(=N\Nc1ccccc1)c1c(O)n(-c2ccccc2)c(=O)[nH]c1=O	-7	-2	1.0	-3	.	-11	4	13	?	-2
Clc1ccc(-c2ccn[nH]2)cc1	12	1	0.1	0	-18	-2	-2	-8	-5	4
Cc1cccc2c(=O)c(C(=O)N3CCCCCC3)c[nH]c12	-2	-3	0.1	-1	3	-4	0	-16	-4	-3
CCCSc1nc(N)c2c3c(sc2n1)CN(C)CC3	10	-4	?	-1	7	-10	.	24	-28	.
O=C1c2ccccc2N2C(=O)c3ccccc3C2N1Cc1ccccc1 (centres undefined)	9	-3	0.3	6	0	-4	-6	24	0	-1
O=C(COC(=O)C1(c2ccc(F)cc2)CCCC1)N1CCc2ccccc21	1	9	-0.2	-17	-7	-1	2	2	0	11
Cc1cc(Br)ccc1OCCCCNC(C)(C)C	10	-9	-0.2	6	3	-5	1	0	-7	7
COc1ccc(-c2oc(=O)c3cc(OC)c(OC)cc3c2/C=C/c2ccc(OC(C)=O)cc2)cc1	-34	.	0.6	-9	-34	-9	0	.	12	-5
Nc1c(C(=O)O)cnn1-c1ccccc1	2	0	-0.6	-9	-10	4	8	4	-6	-6
Cc1ccc2c(c1)C1C[N+](C)(CC(=O)c3ccccc3)CCC1N2C(=O)c1ccccc1Cl (centres undefined)	29	.	1.0	0	1	2	-4	.	0	-8
CN(C(=O)COC(=O)COc1ccccc1Cc1ccccc1)c1ccccc1	-4	.	.	6	-15	.	-8	.	.	4
CC(OC(=O)Cc1coc2cc3c(cc12)CCC3)C(=O)NC(N)=O (centres undefined)	-9	0	-0.9	-2	6	-4	-7	20	0	-1
O=C(Nc1ccc(F)cc1F)c1cccn(Cc2ccccc2)c1=O	10	3	-0.2	3	-2	5	6	17	-5	-2
CCOC(=O)C1CCCCN1C(=O)c1cc2ccc(OC)cc2c2cc(OC)c(OC)cc12 (centres undefined)	11	.	-0.1	.	-3	5	-5	.	8	-5
COc1ccccc1N1CCN(C(=O)CSc2nnc(-c3ccoc3C)o2)CC1	5	1	0.4	3	6	0	4	25	?	8
O=C(c1cnn(-c2nc3ccccc3s2)c1)c1ccccc1O	0	-4	-0.8	-23	-9	3	-2	25	-6	7
CC(C)=CCc1c(O)cc2oc3c(CC=C(C)C)c(O)c(O)c(CC=C(C)C)c3c(=O)c2c1O	7	.	-0.5	-23	-10	-3	4	18	-2	15

Remaining list, next part
SMILES	MazF activator	SARS 3CLpro inh	BoNT-A LC inh2	Rv3671c protease	PriA SSB inh	Anthrax LF inh2	PrPC surface inh	VHR inh abs	BoNT F protease	CCHFV vOTU inh
Nc1ncn[nH]1	7	.	-0.3	1	-14	-7	0	.	7	5
Cc1cc(S(=O)(=O)N2CCCC(N3CCOCC3)C2)c(C)cc1Cl (centres undefined)	-26	1	-6.1	-1	-9	-13	13	6	-41	-12
CCOC(=O)C(C)S(=O)(=O)c1ccc(C(F)(F)F)cn1 (centres undefined)	-2	-4	-0.1	3	-6	-1	-5	-4	0	4
N#Cc1ccccc1NC(=O)CN1CCOCC1	7	-9	-1.9	-4	-6	2	-2	8	?	-4
CCOC(=O)c1c(-c2ccc(Cl)cc2)csc1NC(=O)CNCc1ccco1	-2	1	-0.9	-18	8	-2	-2	26	-4	11
Clc1cccc(Cl)c1Cn1cc(Br)cn1	-19	3	0.9	2	.	-1	-4	-2	3	7
CCOc1ccc(NS(=O)(=O)c2cc(C(=O)NCCCN3CCCC3=O)ccc2C)cc1	0	.	-4.9	-4	-6	-5	4	.	-1	12
O=C(COC(=O)C1CCN(S(=O)(=O)c2cccs2)CC1)c1ccc2c(c1)OCCO2	-5	7	1.0	-2	-9	-8	-5	10	-13	9
O=C(NCCc1cccc(Cl)c1)c1ccc2c(c1)OCO2	-4	-2	1.7	0	-12	-1	2	13	-2	-7
O=C(NC1CC1)C1=C[C@@H](c2ccc(C(F)(F)F)cc2)C[C@@H](OCCCCO)O1	8	.	-0.2	-4	-10	-10	4	.	2	5

Of the compounds above, two contain bromine.
SMILES	MazF activator	SARS 3CLpro inh	BoNT-A LC inh2	Rv3671c protease	PriA SSB inh	Anthrax LF inh2	PrPC surface inh	VHR inh abs	BoNT F protease	CCHFV vOTU inh
Cc1cc(Br)ccc1OCCCCNC(C)(C)C	10	-9	-0.2	6	3	-5	1	0	-7	7
Clc1cccc(Cl)c1Cn1cc(Br)cn1	-19	3	0.9	2	.	-1	-4	-2	3	7

More compounds
SMILES	MazF activator	SARS 3CLpro inh	BoNT-A LC inh2	Rv3671c protease	PriA SSB inh	Anthrax LF inh2	PrPC surface inh	VHR inh abs	BoNT F protease	CCHFV vOTU inh
CCCC(=O)NNC(=O)c1c(O)c2ccccc2[nH]c1=O	2	6	0.3	3	-4	-3	-2	11	1	4
CC(Oc1ccccc1F)C(=O)NC1CCS(=O)(=O)C1 (centres undefined)	1	-3	-1.9	-6	-24	0	-1	44	5	9
CCCC(=O)C1=C(O)C(C(=O)OC)C(C)(C)CC1=NCCCCCC(=O)O (centres undefined)	4	-3	-0.5	-1	-10	-8	1	8	-10	3
S=c1[nH]nc(COc2ccccc2)n1/N=C/c1ccc(Br)s1	2	4	-0.5	-6	.	3	-1	24	-1	4
COc1ccc(S(=O)(=O)N(CC(=O)NC2CC2)Cc2ccccc2)cc1	9	-7	-1.5	-9	-3	-3	-8	44	-2	16
O=C(NCCN1CCCCCC1)C1CCC(CNS(=O)(=O)c2cccc3cccnc23)CC1 (centres undefined)	13	-2	-0.8	3	-6	-3	-1	6	-8	-6
COc1ccc(CCNc2nc(-c3cccnc3)cs2)cc1OC	-1	4	0.1	10	-13	-5	-5	25	-4	7
COc1ccccc1NC(=O)NNC(=O)COc1ccc2ccccc2c1	6	-2	-1.3	1	-3	0	0	10	-9	7
COC(=O)CCC(=O)N1CCCC(CO)(Cc2ccccc2)C1 (centres undefined)	-1	0	-0.2	2	-6	-2	-2	22	-4	-13
CCN(CC)c1ccc(/C=N/Nc2nc(C)cc(C)n2)cc1	2	0	0.5	4	i	4	7	-16	-1	18

2 compounds from above with just MazF activator and SARS 3CLpro inh:
canonical_smiles	MazF activator	SARS 3CLpro inh
COC(=O)CCC(=O)N1CCCC(CO)(Cc2ccccc2)C1 (centres undefined)	-1	0
CCN(CC)c1ccc(/C=N/Nc2nc(C)cc(C)n2)cc1	2	0

New compounds follow.
SMILES	MazF activator	SARS 3CLpro inh	BoNT-A LC inh2	Rv3671c protease	PriA SSB inh	Anthrax LF inh2	PrPC surface inh	VHR inh abs	BoNT F protease	CCHFV vOTU inh
COc1ccc(NC(=O)CN2C(=O)CSC(C)C2=O)cc1 (centres undefined)	7	3	-0.8	-4	1	2	-1	17	-10	-16
Cc1ccc(OCCSc2cc(C)nc(N)n2)cc1	-10	1	0.0	5	-11	-4	0	1	6	6
CC(C)NC(=O)COc1ccc(Cl)cc1Cl	-2	0	0.7	-6	0	3	5	20	5	-3
N#Cc1ccc(C(=O)CSc2n[nH]c(=O)n2Cc2ccco2)cc1	4	-3	0.8	5	6	-1	2	5	?	-2
O=C(NCc1ccccc1)C(c1ccc(F)cc1)N(Cc1ccco1)C(=O)c1ccccn1 (centres undefined)	3	-1	0.4	2	-5	-3	1	13	-1	12

Assay outcomes as filed in PubChem BioAssay.

Only part of the results is shown; rates above refer to the full screens.
